# Screening data as filed in PubChem.
# Runt-SMMHC FRET: blocks binding of human RUNX1 Runt domain to CBFb-SMMHC; inhibition, % at 20 µM; AID 1434; 0.74% of 220,000 active; Cerulean-Runt/Venus-CBFb-SMMHC FRET ratio 530/480, 1 h;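 active means mean inhibition across duplicate retests at 20 µM reaching about 50%, limit read from the data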;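 further: 0% = DMSO wells and 100% = wells with excess untagged CBFb-SMMHC; inhibitors lower the FRET ratio by blocking Runt binding to CBFb-SMMHC; some results filed as inactive read as strong as hits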
# Target sequence (Q01196 whole entry, looked up, the tested form may be a part): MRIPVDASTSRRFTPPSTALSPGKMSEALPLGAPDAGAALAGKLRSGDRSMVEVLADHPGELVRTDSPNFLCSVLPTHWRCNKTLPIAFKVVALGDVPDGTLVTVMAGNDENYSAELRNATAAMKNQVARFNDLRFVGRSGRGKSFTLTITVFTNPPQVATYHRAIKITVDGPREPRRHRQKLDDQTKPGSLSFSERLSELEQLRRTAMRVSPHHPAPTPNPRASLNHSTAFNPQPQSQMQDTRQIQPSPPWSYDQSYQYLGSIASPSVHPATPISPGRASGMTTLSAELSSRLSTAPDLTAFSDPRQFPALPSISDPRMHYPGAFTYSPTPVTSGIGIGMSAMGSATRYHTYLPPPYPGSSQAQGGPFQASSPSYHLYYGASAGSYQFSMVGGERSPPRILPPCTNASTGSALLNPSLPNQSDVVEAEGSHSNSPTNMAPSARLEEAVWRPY
# Target sequence (Q13951 whole entry, looked up, the tested form may be a part): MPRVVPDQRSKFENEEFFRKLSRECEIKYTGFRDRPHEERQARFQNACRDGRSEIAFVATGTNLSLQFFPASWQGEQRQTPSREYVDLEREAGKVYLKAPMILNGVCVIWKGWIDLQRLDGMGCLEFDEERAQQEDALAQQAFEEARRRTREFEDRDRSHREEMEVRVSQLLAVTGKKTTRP
# MDM2 E3 inh: blocks human Mdm2 ubiquitin ligase activity. 0.11% of 210,000 active. signal enhancement, % at 5 µM. Q00987. cell-based MDM2 ubiquitination luciferase reporter, 2 h; 0 = plate control, 100 = twice control, blank-subtracted;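 active means signal enhancement of 30% or more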;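 further: luminescence tracks abundance of the self-degrading MDM2-luciferase fusion protein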
#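 Material: stable MDM2–luciferase fusion reporter cells / Quantity: 2000 cells/well / Dosing: single 5 µM compound dose, 0.2% final DMSO / Buffer or medium: DMEM / Schedule: 4 h cell settling then 2 h compound exposure, 37 °C / Detection: luminescence with SteadyLite reagent, 15 min at room temperature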
# Runt-CBFb FRET: inhibitors of human RUNX1 Runt domain binding to CBFb | 0.46% of 220,000 active | Cerulean-Runt/Venus-CBFb FRET ratio 530/480, 1 h | AID 1496 | inhibition, % at 20 µM | Q01196+Q13951;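 active means inhibition over about 50% at 20 µM in the single-dose screen, limit read from the data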;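 further: 0% = DMSO wells and 100% = excess unlabeled CBFb competitor control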
#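 Buffer or medium: Tris pH 7.5 buffer with BSA. Assay system: Cerulean-labeled Runt domain protein. Amount: each fluorescent fusion protein 100 nM. Read-out basis: loss of energy transfer signal. Incubation: 1 h compound exposure, room temperature. Probe or stimulus: Venus-CBFb binding partner, 100 nM. Detection: FRET, excitation 422 nm, emission at 530 and 480 nm.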
# Starred values were filed as active, the others as inactive; · = no result given. This is a subset (hit frequency here may not be typical).
COc1ccc(C(=O)Cn2c(N3CCOCC3)nc3ccccc32)cc1OC
- Runt-SMMHC FRET = -7
- MDM2 E3 inh = ·
- Runt-CBFb FRET = 0
CCC(C)N(C(=O)COC(=O)c1cn(CC)c2nc(C)ccc2c1=O)C1CCS(=O)(=O)C1 (stereo not drawn)
- Runt-SMMHC FRET = -8
- MDM2 E3 inh = ·
- Runt-CBFb FRET = -1
O=C1C(=O)N(CCCn2ccnc2)C(c2ccccn2)/C1=C(/O)c1ccccc1 (stereo not drawn)
- Runt-SMMHC FRET = -3
- MDM2 E3 inh = ·
- Runt-CBFb FRET = 1
CCCOc1cccc(C2/C(=C(/O)c3ccncc3)C(=O)C(=O)N2CCCN(C)C)c1 (stereo not drawn)
- Runt-SMMHC FRET = -3
- MDM2 E3 inh = ·
- Runt-CBFb FRET = -1
Cc1nc2c(c(=O)n1Cc1ccccc1Cl)c1nc3ccccc3nc1n2Cc1ccco1
- Runt-SMMHC FRET = 20
- MDM2 E3 inh = ·
- Runt-CBFb FRET = 33
Clc1ccc(-c2nn3c(-c4cccc(Cl)c4)nnc3s2)cc1
- Runt-SMMHC FRET = 1
- MDM2 E3 inh = ·
- Runt-CBFb FRET = 0
CCn1c(SCC(=O)c2cc(OC)ccc2OC)nc2c1c(=O)n(C)c(=O)n2C
- Runt-SMMHC FRET = 5
- MDM2 E3 inh = ·
- Runt-CBFb FRET = 2
COc1ccc(N2CCN(Cc3cc(=O)oc4c3ccc3ccccc34)CC2)cc1
- Runt-SMMHC FRET = 0
- MDM2 E3 inh = ·
- Runt-CBFb FRET = -2
O=S(=O)(c1ccc(S(=O)(=O)N2CCN(C3CCCCC3)CC2)cc1)N1CCCCCC1
- Runt-SMMHC FRET = -4
- MDM2 E3 inh = ·
- Runt-CBFb FRET = -1
Cn1c(N)c(C(=O)CSc2nc3ccccc3n2-c2ccccc2)c(=O)n(C)c1=O
- Runt-SMMHC FRET = -3
- MDM2 E3 inh = ·
- Runt-CBFb FRET = -4
Cc1nccn1-c1c2c(c(C#N)c3nc4ccccc4n13)CCC2
- Runt-SMMHC FRET = 34
- MDM2 E3 inh = ·
- Runt-CBFb FRET = 33
Cc1nc(NC2=NCN(Cc3ccc4c(c3)OCO4)CN2)nc2ccccc12
- Runt-SMMHC FRET = 1
- MDM2 E3 inh = ·
- Runt-CBFb FRET = -2
O=C1CC(c2ccc(F)cc2)Cc2nc(N3CCc4ccccc43)ncc21 (stereo not drawn)
- Runt-SMMHC FRET = 11
- MDM2 E3 inh = ·
- Runt-CBFb FRET = 0
COc1cc(OC)c(-c2nn3c(-c4cccnc4)nnc3s2)cc1OC
- Runt-SMMHC FRET = 1
- MDM2 E3 inh = ·
- Runt-CBFb FRET = 0
COC(=O)C(C#N)c1nc2ccccc2nc1N1CCN(Cc2ccc3c(c2)OCO3)CC1 (stereo not drawn)
- Runt-SMMHC FRET = 26
- MDM2 E3 inh = ·
- Runt-CBFb FRET = 13

# Five entries drawn at random from the list so far, as already listed:
Cn1c(N)c(C(=O)CSc2nc3ccccc3n2-c2ccccc2)c(=O)n(C)c1=O
- Runt-SMMHC FRET = -3
- MDM2 E3 inh = ·
- Runt-CBFb FRET = -4
COc1ccc(C(=O)Cn2c(N3CCOCC3)nc3ccccc32)cc1OC
- Runt-SMMHC FRET = -7
- MDM2 E3 inh = ·
- Runt-CBFb FRET = 0
CCn1c(SCC(=O)c2cc(OC)ccc2OC)nc2c1c(=O)n(C)c(=O)n2C
- Runt-SMMHC FRET = 5
- MDM2 E3 inh = ·
- Runt-CBFb FRET = 2
CCC(C)N(C(=O)COC(=O)c1cn(CC)c2nc(C)ccc2c1=O)C1CCS(=O)(=O)C1 (stereo not drawn)
- Runt-SMMHC FRET = -8
- MDM2 E3 inh = ·
- Runt-CBFb FRET = -1
Clc1ccc(-c2nn3c(-c4cccc(Cl)c4)nnc3s2)cc1
- Runt-SMMHC FRET = 1
- MDM2 E3 inh = ·
- Runt-CBFb FRET = 0

# Further entries follow:
O=C(CSc1nnc(-c2cccs2)n1-c1ccccc1)c1ccc2c(c1)OCCO2
- Runt-SMMHC FRET = 0
- MDM2 E3 inh = ·
- Runt-CBFb FRET = -4
CN(C)CCCN1C(=O)C(=O)/C(=C(/O)c2ccccc2)C1c1ccccn1 (stereo not drawn)
- Runt-SMMHC FRET = -1
- MDM2 E3 inh = ·
- Runt-CBFb FRET = 0
CN(C)CCN1C(=O)C(=O)/C(=C(/O)c2ccc(S(=O)(=O)N3CCOCC3)cc2)C1c1ccccc1 (stereo not drawn)
- Runt-SMMHC FRET = 2
- MDM2 E3 inh = ·
- Runt-CBFb FRET = 0
Cc1ccccc1-c1nnc2s/c(=C\c3ccc(N(C)C)cc3)c(=O)n12
- Runt-SMMHC FRET = -22
- MDM2 E3 inh = ·
- Runt-CBFb FRET = -8
Cc1ccc(NC2=NC(c3ccco3)n3c(nc(C)cc3=O)N2)c(C)c1 (stereo not drawn)
- Runt-SMMHC FRET = 1
- MDM2 E3 inh = ·
- Runt-CBFb FRET = -2
CCOc1ncccc1C(=O)OCC(=O)Nc1cc(C(=O)OC)ccc1C(=O)OC
- Runt-SMMHC FRET = -1
- MDM2 E3 inh = ·
- Runt-CBFb FRET = 6
O=C(CN1C(=O)NC2(CCc3ccccc32)C1=O)Nc1cc(C(F)(F)F)ccc1N1CCOCC1 (stereo not drawn)
- Runt-SMMHC FRET = 1
- MDM2 E3 inh = ·
- Runt-CBFb FRET = -1
CSc1nnc2n(C3CCCCC3)c(=O)c3c4c(sc3n12)CCCC4
- Runt-SMMHC FRET = 2
- MDM2 E3 inh = ·
- Runt-CBFb FRET = 0
Cc1cccc(-n2cnc3c(c2=O)c2nc4ccccc4nc2n3Cc2ccco2)c1
- Runt-SMMHC FRET = 38
- MDM2 E3 inh = ·
- Runt-CBFb FRET = 44
CN(C)S(=O)(=O)c1ccc(N2CCCC2)c(C(=O)Nc2ccccc2N2CCOCC2)c1
- Runt-SMMHC FRET = 0
- MDM2 E3 inh = ·
- Runt-CBFb FRET = 0
COc1cccc(CCN2C(=O)C(=O)N([C@@H](CNCc3ccccc3)Cc3ccccc3F)C[C@@H]2C(C)(C)C)c1
- Runt-SMMHC FRET = 0
- MDM2 E3 inh = ·
- Runt-CBFb FRET = 2
COc1ccc(N2CCn3c2nc2c3c(=O)n(CCCc3ccccc3)c(=O)n2C)cc1
- Runt-SMMHC FRET = -4
- MDM2 E3 inh = ·
- Runt-CBFb FRET = -4
Cc1ccc2[nH]c(=O)c(CN(CCO)C(=O)NCc3ccccc3)cc2c1
- Runt-SMMHC FRET = 1
- MDM2 E3 inh = -3
- Runt-CBFb FRET = 1
CCCc1cc(=O)oc2c(CN3CCN(C)CC3)c(O)c(Cl)cc12
- Runt-SMMHC FRET = 101*
- MDM2 E3 inh = -10
- Runt-CBFb FRET = 123*
CCOc1ccc(OCc2cccc(C(=O)O)c2)cc1
- Runt-SMMHC FRET = -7
- MDM2 E3 inh = -2
- Runt-CBFb FRET = -1

# A portion from the list above, as a working copy:
O=C(CSc1nnc(-c2cccs2)n1-c1ccccc1)c1ccc2c(c1)OCCO2
- Runt-SMMHC FRET = 0
- MDM2 E3 inh = ·
- Runt-CBFb FRET = -4
CN(C)CCCN1C(=O)C(=O)/C(=C(/O)c2ccccc2)C1c1ccccn1 (stereo not drawn)
- Runt-SMMHC FRET = -1
- MDM2 E3 inh = ·
- Runt-CBFb FRET = 0
CN(C)CCN1C(=O)C(=O)/C(=C(/O)c2ccc(S(=O)(=O)N3CCOCC3)cc2)C1c1ccccc1 (stereo not drawn)
- Runt-SMMHC FRET = 2
- MDM2 E3 inh = ·
- Runt-CBFb FRET = 0

# (list continues)
CCOC(=O)CSc1nc2cc(C(=O)NCc3ccco3)ccc2c(=O)n1-c1ccc(F)cc1
- Runt-SMMHC FRET = -5
- MDM2 E3 inh = 1
- Runt-CBFb FRET = 0
COc1ccccc1-c1nc(SCc2ccccn2)n[nH]1
- Runt-SMMHC FRET = -1
- MDM2 E3 inh = -6
- Runt-CBFb FRET = -2
COc1cc(C2NC(=O)NC(C)=C2C(=O)OCc2ccccc2)ccc1O (stereo not drawn)
- Runt-SMMHC FRET = -6
- MDM2 E3 inh = 10
- Runt-CBFb FRET = -2
CCOc1ccc(C2C(C#N)=C(N)SC(N)=C2C#N)cc1OCC
- Runt-SMMHC FRET = 27
- MDM2 E3 inh = 2
- Runt-CBFb FRET = 12
Cc1ccc(S(=O)(=O)N2CCC(C(=O)N[C@@H](C)C(=O)NCCc3ccccc3)CC2)cc1
- Runt-SMMHC FRET = 0
- MDM2 E3 inh = -2
- Runt-CBFb FRET = -1
CC12CCC(=O)N1C(C(=O)Nc1cccc3ccccc13)CS2 (stereo not drawn)
- Runt-SMMHC FRET = 4
- MDM2 E3 inh = -8
- Runt-CBFb FRET = -2
CCOc1cc(C2C3=C(CCCC3=O)NC3=C2C(=O)CCC3)cc(Cl)c1O
- Runt-SMMHC FRET = 4
- MDM2 E3 inh = 6
- Runt-CBFb FRET = 19
O=C(O)c1cccc(COc2ccc(CO)cc2Cl)c1
- Runt-SMMHC FRET = 6
- MDM2 E3 inh = -100
- Runt-CBFb FRET = 1
CCc1ccc2[nH]c(=O)c(CN(CCN(CC)CC)C(=O)NC3CCCCC3)cc2c1
- Runt-SMMHC FRET = 2
- MDM2 E3 inh = -8
- Runt-CBFb FRET = 4
CCOC(=O)N1CCN(C(=O)c2cnn(-c3ccccc3)c2NC(=O)c2ccccc2F)CC1
- Runt-SMMHC FRET = -4
- MDM2 E3 inh = -19
- Runt-CBFb FRET = -1
O=c1c2ccccc2c(/C=N/n2cnnc2)c(O)n1-c1ccccc1F
- Runt-SMMHC FRET = 2
- MDM2 E3 inh = -12
- Runt-CBFb FRET = -1
CCN(CC)C(=O)C1CCCN(Cc2ccc(N(C)C)cc2)C1 (stereo not drawn)
- Runt-SMMHC FRET = 1
- MDM2 E3 inh = -4
- Runt-CBFb FRET = 0
COc1ccc2[nH]c(=O)c(CN(CCN3CCCC3)C(=O)Nc3ccccc3Cl)cc2c1
- Runt-SMMHC FRET = -8
- MDM2 E3 inh = -17
- Runt-CBFb FRET = 10
N#Cc1c(N)c(C#N)c(-c2ccc3c(c2)OCO3)c2c1CCCC2
- Runt-SMMHC FRET = 2
- MDM2 E3 inh = -15
- Runt-CBFb FRET = -1
COc1ccccc1-n1nnnc1S(=O)(=O)Cc1ccc(Cl)cc1
- Runt-SMMHC FRET = -4
- MDM2 E3 inh = -17
- Runt-CBFb FRET = 13
CCN(CC)CCN1C(=O)C2C3c4ccccc4C(c4ccccc43)C2C1=O (stereo not drawn)
- Runt-SMMHC FRET = -2
- MDM2 E3 inh = -8
- Runt-CBFb FRET = 1
O=S(=O)(NCC(O)COCc1ccco1)c1cccs1 (stereo not drawn)
- Runt-SMMHC FRET = -1
- MDM2 E3 inh = -2
- Runt-CBFb FRET = -1
COc1ccc(NC(=O)CSc2nc3c(cc2C#N)CN(C)CC3)cc1
- Runt-SMMHC FRET = 6
- MDM2 E3 inh = -1
- Runt-CBFb FRET = 10

# Given with values under each structure: 2 of the compounds above.
# Values in the order: Runt-SMMHC FRET | MDM2 E3 inh | Runt-CBFb FRET
COc1ccccc1-c1nc(SCc2ccccn2)n[nH]1
    -1 | -6 | -2
COc1cc(C2NC(=O)NC(C)=C2C(=O)OCc2ccccc2)ccc1O (stereo not drawn)
    -6 | 10 | -2
